Keap1-Nrf2 PPI: Keap1-Nrf2 protein-protein interaction inhibitors, primary screen, biochemical, fluorescence polarization, single point. Kelch-like ECH-associated protein 1 (Homo sapiens), Q14145. Keap1 Kelch-Nrf2 peptide fluorescence polarization, 1536-well. inhibition, % at 9.4 µM. 340,000 compounds, 0.15% hits; in the data active means inhibition above about 12%;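 further: human Keap1 Kelch domain with fluorescein labeled Nrf2 9mer peptide probe; 0% = neutral control wells and 100% = peptide positive control; higher means more block of Keap1 binding to Nrf2 peptide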
Arrestin-AP2 inh: inhibitors of beta-arrestin/AP2 binding, primary screen, biochemical, GPCR trafficking, flow cytometry | beta-arrestin 1 C-terminal peptide binding to AP2 beta2-adaptin appendage (human) | FITC-arrestin peptide / GST-AP2 beads; AP2 beta2 appendage carries R879A mutation | inhibition, % at 10 µM | 340,000 compounds, 0.31% hits;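 active means inhibition above a set limit, near 3 SD of compounds lacking own fluorescence, cut at about 54% in these data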;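 further: plate controls were DMSO wells for no effect and 5 µM unlabelled arrestin peptide for full effect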
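System: GST-tagged AP2 beta2-adaptin appendage (R879A) on 4 µm glutathione beads / Reagent: FITC-arrestin peptide, 50 nM / Detection: HyperCyt-sampled flow cytometry, FL1 channel, ex 488/em 535 nm / Timing: 12 min plus 1 h, RT / Buffer or medium: PBS plus Tween 20 (0.05%) and BSA (0.1%)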
CAL PDZ FP-1: CAL PDZ peptide-binding inhibitors, primary screen, biochemical, fluorescence polarization, Cer-tagged CAL PDZ, HTS. Golgi-associated PDZ and coiled-coil motif-containing protein (Homo sapiens), Q9HD26. purified CAL PDZ, TMR-peptide fluorescence polarization, 1 h. inhibition, % at 20 µM. 330,000 compounds, 0.02% hits. AID 504414, 2011;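 active means highest replicate inhibition of at least 40%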;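 further: plate controls were DMSO neutral control wells for no effect and unlabeled competitor peptide control wells for full effect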
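System: purified tagged CAL PDZ domain construct (CerCALP). Schedule: 1 h incubation at room temperature before polarization reading. Medium: 25 mM sodium phosphate pH 7.4, 150 mM NaCl, TCEP, IgG, Thesit. Read-out: percent inhibition from loss of millipolarization. Measured by: FP readout, S and P plane fluorescence. Probe or stimulus: fluorescent TMR peptide probe.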
LANA DNA inh: inhibitors of KSHV C-LANA binding to DNA, primary screen, biochemical, fluorescence polarization, FAM-LBS DNA, MBP-C-LANA, single point; AID 504423, 2011; inhibition, % at 9 µM; Kaposi's sarcoma herpesvirus LANA C-terminal domain (residues 932-1162) DNA binding; 340,000 compounds, 0.078% hits;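 active means highest replicate inhibition at or above 60% at 9 µM, even if other replicates fall short; inactive means all replicates below 60% inhibition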;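 further: 0% = neutral control wells and 100% = 4 µM acridine orange control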
NSD2 inh: NSD2 histone methyltransferase inhibitors, primary screen, biochemical, AlphaScreen, single concentration, set 2; Histone-lysine N-methyltransferase NSD2 (Homo sapiens), O96028; 310,000 compounds, 0.54% hits; AID 743445, 2014; inhibition, % at 12.5 µM; NSD2 peptide methylation, 120 min; in the data active means inhibition above about 50%
Target sequence (O96028 whole entry, looked up): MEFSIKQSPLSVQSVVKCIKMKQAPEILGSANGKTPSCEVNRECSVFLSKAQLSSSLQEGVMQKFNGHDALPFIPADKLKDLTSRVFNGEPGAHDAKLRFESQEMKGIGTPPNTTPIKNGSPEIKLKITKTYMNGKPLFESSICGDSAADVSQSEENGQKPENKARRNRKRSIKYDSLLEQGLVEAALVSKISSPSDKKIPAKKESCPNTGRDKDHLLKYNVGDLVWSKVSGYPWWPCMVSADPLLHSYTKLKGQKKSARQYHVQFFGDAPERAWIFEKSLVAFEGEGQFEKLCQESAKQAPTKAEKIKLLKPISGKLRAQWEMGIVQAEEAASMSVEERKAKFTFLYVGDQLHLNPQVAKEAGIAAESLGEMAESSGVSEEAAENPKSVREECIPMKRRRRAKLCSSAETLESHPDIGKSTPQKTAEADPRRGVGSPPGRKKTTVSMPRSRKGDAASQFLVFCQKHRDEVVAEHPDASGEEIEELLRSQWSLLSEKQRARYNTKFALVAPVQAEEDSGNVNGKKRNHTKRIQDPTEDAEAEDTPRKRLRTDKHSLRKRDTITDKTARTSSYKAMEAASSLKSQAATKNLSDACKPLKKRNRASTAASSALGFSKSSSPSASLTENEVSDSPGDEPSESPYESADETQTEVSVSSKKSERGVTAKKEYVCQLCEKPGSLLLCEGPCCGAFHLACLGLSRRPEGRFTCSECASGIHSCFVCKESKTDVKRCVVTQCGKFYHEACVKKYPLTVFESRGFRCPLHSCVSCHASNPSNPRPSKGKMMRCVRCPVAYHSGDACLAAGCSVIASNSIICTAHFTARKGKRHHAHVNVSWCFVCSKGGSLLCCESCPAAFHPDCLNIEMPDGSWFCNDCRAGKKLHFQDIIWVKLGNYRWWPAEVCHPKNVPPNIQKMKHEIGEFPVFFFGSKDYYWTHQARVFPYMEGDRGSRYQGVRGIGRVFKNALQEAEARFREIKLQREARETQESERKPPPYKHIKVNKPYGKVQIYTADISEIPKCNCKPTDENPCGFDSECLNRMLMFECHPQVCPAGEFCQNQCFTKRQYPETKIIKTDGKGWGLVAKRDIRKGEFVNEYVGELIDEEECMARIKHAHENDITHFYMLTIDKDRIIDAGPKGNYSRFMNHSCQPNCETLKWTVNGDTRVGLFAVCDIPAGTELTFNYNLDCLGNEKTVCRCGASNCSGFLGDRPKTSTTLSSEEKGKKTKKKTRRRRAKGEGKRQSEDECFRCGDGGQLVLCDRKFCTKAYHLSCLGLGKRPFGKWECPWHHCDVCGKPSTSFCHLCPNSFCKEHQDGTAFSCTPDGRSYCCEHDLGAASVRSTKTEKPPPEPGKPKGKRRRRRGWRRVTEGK
CAL PDZ FP-2: untagged CAL PDZ binding inhibitors, primary screen, biochemical, fluorescence polarization, HTS | Golgi-associated PDZ and coiled-coil motif-containing protein (Homo sapiens), Q9HD26 | purified CAL PDZ, TMR-peptide fluorescence polarization, 1 h | inhibition, % at 24.9 µM | 300,000 compounds, 0.92% hits | AID 602252, 2012;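 active means mean inhibition of at least 30% with at least half of replicates also reaching 30%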;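 further: 0% = DMSO neutral control and 100% = excess unlabeled competitor peptide PRC23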
V-ATPase pHluor: regulators of yeast V-ATPase proton pumping, primary screen, pHLuorin cytosolic pH fluorescence; S. cerevisiae; response, % at 10 µM; 350,000 compounds, 0.37% hits; AID 504577, 2011; in the data active means response mostly above about 7.3%, no sharp cut-off; inactive means mostly below about 5.4%; further: actives read high; inactives centre near 0; some compounds called inactive have numbers as strong as hits; reference of the scale not given here
DAGLB inhibitor: DAGLB lipase inhibitors, primary screen, biochemical, fluorescence, HTS; 340,000 compounds, 0.059% hits; Diacylglycerol lipase-beta (Homo sapiens), Q8NCG7; HEK293T DAGLB membrane lysate, EnzChek fluorogenic substrate; inhibition, % at 5.17 µM; in the data active means inhibition above about 34%;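 further: 0% = enzyme with vehicle and 100% = wells lacking enzyme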
DSG3 Ab inh: inhibitors of pemphigus antibody binding to DSG3, primary screen, biochemical, bead-based, flow cytometry, scFv-GFP | Desmoglein-3 (Homo sapiens), P32926 | DSG3-coupled beads, scFv-anti-DSG3-GFP binding; active compounds read low | binding (percent of control), % at 10 µM | 310,000 compounds, 0.48% hits | AID 588358, 2011;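 active means binding more than 3 SD below its plate's average and above zero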;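 further: hits lower antibody fragment binding to DSG3; some compounds called inactive have numbers as strong as hits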
RTF Ca sens inh: cardiac RTF calcium sensitivity inhibitors, primary screen, biochemical, IANBD-TnC fluorescence, EC70 calcium; 340,000 compounds, 0.12% hits; IANBD-labeled cardiac RTF, Ca2+ fluorescence; AID 493244, 2011; inhibition, % at 7.15 µM;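 active means inhibition above the mean inhibition of all tested compounds plus 3 SD, cut at about 17% in these data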;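 further: assay run at fixed EC70 calcium of 1.6 mM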
* hit, by the source's call; nt = no result given.

Keap1-Nrf2 PPI,Arrestin-AP2 inh,CAL PDZ FP-1,LANA DNA inh,NSD2 inh,CAL PDZ FP-2,V-ATPase pHluor,DAGLB inhibitor,DSG3 Ab inh,RTF Ca sens inh,Compound
-8,8,0.3,-0.6,-3,27,-2,-1,107,-8,CCOC(=O)CNC(=S)SC
3,8,-3.8,0.7,nt,-3,5,-1,102,-2,Cc1cc(C)n2nc(C(=O)N(C)c3c(N)n(Cc4ccccc4)c(=O)[nH]c3=O)nc2n1
-2,21,nt,2.1,12,-2,-2,0,105,1,CC(=O)c1ccc(N2CCN(CC3CCCCC3)CC2)cc1
-10,4,-1.0,-1.0,9,-3,4,28,83,-4,COc1ccc(C)cc1N=Nc1ccc(O)c2ncccc12
-6,36,-0.5,-0.6,1,0,-3,-15,105,5,CCOC(=O)c1cnc(SC)nc1Sc1cc(Cl)ccc1Cl
-3,-1,-1.2,-0.7,-2,4,3,-5,101,-7,NC(=O)c1ccc(NC(=O)CCCc2nc(-c3ccccc3Cl)no2)cc1
1,39,-0.7,-1.2,0,6,1,-5,109,-2,COc1ccc(S(=O)(=O)N2CCN(Cc3ccccc3[N+](=O)[O-])CC2)cc1
0,-15,-0.9,0.0,nt,-3,-3,-4,97,0,Cc1cc(C)c2c(c1)OC(=O)CC2c1ccc2c(c1)OCO2 (configuration not stated)
-7,-5,-2.4,-1.1,1,-3,1,2,82,1,O=C(Oc1cccccc1=O)c1ccccc1
-2,13,-1.6,-1.1,1,1,0,0,81,6,O=S(=O)(Cc1ccc(Cl)cc1)NCC1CCCO1 (configuration not stated)
4,7,-1.5,1.0,5,2,-1,3,102,-3,O=C1C(=O)N(c2ccccc2)C(c2ccccc2[N+](=O)[O-])/C1=C(\O)c1ccccc1 (configuration not stated)
0,-6,-2.7,1.1,2,-1,-3,2,109,-1,O=C(CSc1ncnc2scc(-c3ccccc3)c12)NCc1ccc2c(c1)OCO2

Later entries
Keap1-Nrf2 PPI,Arrestin-AP2 inh,CAL PDZ FP-1,LANA DNA inh,NSD2 inh,CAL PDZ FP-2,V-ATPase pHluor,DAGLB inhibitor,DSG3 Ab inh,RTF Ca sens inh,Compound
-1,6,-0.4,-1.6,-2,nt,2,-2,109,0,CCOC(=O)C1(Cc2ccccc2C(F)(F)F)CCN(C2CCCC2)CC1
4,25,-1.0,13,-2,nt,-5,-14,88,-13,O=c1oc2ccccc2cc1-c1nc(-c2cccs2)cs1
0,3,-0.1,-0.1,nt,1,1,1,88,-5,O=C1N[C@@H](c2ccccc2)COC(=O)[C@@H](Cc2ccc(F)cc2)CC/C=C/C[C@@H]1CC(=O)N(CCO)Cc1ccccc1
-5,2,-1.0,-0.6,-1,-1,-1,0,102,-2,Cc1c(C)[n+](=O)c2c(n1[O-])CCC2
3,-5,-1.0,-0.4,0,-3,0,1,99,-3,CCOC(=O)c1csc(N/N=C2\CCCc3ccccc32)n1
1,2,0.0,1.2,6,-2,3,1,102,-1,COc1ccc(N2CCN(C(=O)CSc3nnc4n3C(C)(C)Cc3ccccc3-4)CC2)cc1
-3,15,-0.3,-0.3,1,-6,-2,0,99,-15,COCCN(C(=O)CSc1nc2nc(C)cc(C)n2n1)c1c(N)n(Cc2ccccc2)c(=O)[nH]c1=O
-3,-3,-0.8,0.7,1,-4,2,1,111,-1,Cc1cccc(OCCSc2nncn2C)c1
0,15,0.0,1.2,11,-5,1,1,102,4,CCN1CCN(C(=O)C2CCN(S(=O)(=O)c3ccc(Br)cc3)CC2)CC1
-2,7,-2.9,-2.3,1,4,nt,2,nt,-12,CNC(=O)c1ncnnc1N(C)C(=O)NCc1ccccc1
-5,25,-1.2,0.3,-1,-1,-2,-11,93,4,Cc1ccc(CNC(=O)COc2ccc(C(=O)c3ccc(F)cc3)cc2)cc1
0,-3,0.6,-2.0,0,-2,0,2,120,0,Nc1ccccc1SC1CC(=O)N(c2ccc3c(c2)OCCO3)C1=O (configuration not stated)

Reprinted from the part before: 3 entries, followed by the next part.
Keap1-Nrf2 PPI,Arrestin-AP2 inh,CAL PDZ FP-1,LANA DNA inh,NSD2 inh,CAL PDZ FP-2,V-ATPase pHluor,DAGLB inhibitor,DSG3 Ab inh,RTF Ca sens inh,Compound
-2,7,-2.9,-2.3,1,4,nt,2,nt,-12,CNC(=O)c1ncnnc1N(C)C(=O)NCc1ccccc1
-5,25,-1.2,0.3,-1,-1,-2,-11,93,4,Cc1ccc(CNC(=O)COc2ccc(C(=O)c3ccc(F)cc3)cc2)cc1
0,-3,0.6,-2.0,0,-2,0,2,120,0,Nc1ccccc1SC1CC(=O)N(c2ccc3c(c2)OCCO3)C1=O (configuration not stated)
-3,-11,-2.0,0.2,1,-4,3,0,98,-6,O=C(O)C1C2C=CC(C2)C1C(=O)OCc1ccccc1 (configuration not stated)
-1,-1,0.7,0.4,nt,3,0,0,105,-1,CCC(C)[C@H](NC(=O)N1CC(=O)Nc2ccccc21)C(=O)N[C@H](Cc1ccccc1)C(=O)O (some centres not stated)
-1,-1,-1.3,1.3,nt,nt,1,0,102,-13,CCc1ccccc1NC(=O)c1cc(S(=O)(=O)N2CCCC2)c[nH]1
-3,1,-1.5,1.6,0,-2,4,-2,102,-8,Nc1nc(NCCCN2CCOCC2)nc(Nc2ccc(F)cc2)c1[N+](=O)[O-]
0,14,-2.9,-1.4,2,-1,1,-2,86,1,CC(=O)c1c(C)[nH]c(C(=O)N(CCc2ccccc2)Cc2ccccc2)c1C
nt,7,nt,nt,9,nt,-1,nt,102,nt,CCOP(=O)(OCC)C(Nc1cccc([N+](=O)[O-])c1)c1ccc(N(C)C)cc1 (configuration not stated)
4,-3,-1.4,-0.7,3,-1,-2,2,102,-17,C=CCc1cc(Cl)ccc1OCCOCCNC(C)(C)C
-1,-9,0.1,5.8,nt,1,-1,-1,99,-23,CNC(=O)c1[nH]cnc1C(=O)N[C@@H](C)C(=O)OC(C)(C)C
-2,20,-1.0,0.2,-5,-1,-3,1,93,2,CSCCC(NC(=O)OC(C)(C)C)C(=O)NC(C(=O)NC(CC(C)C)C(N)=O)C(C)C (configuration not stated)
0,3,-0.3,-1.3,0,-3,-1,0,99,-6,COc1cccc(-c2nnc(SCCC(=O)O)n2C)c1
-3,2,0.2,0.9,nt,-2,1,-3,98,-7,CC(NC(=O)[C@H](NC(=O)[C@@H]1Cc2ccccc2CN1)c1ccccc1)c1ccccc1 (some centres not stated)
-2,10,-0.9,-3.5,0,-7,1,0,92,-2,CCOc1ccccc1NC(=O)Cn1ncc2ccc([N+](=O)[O-])cc21

Next part:
Keap1-Nrf2 PPI,Arrestin-AP2 inh,CAL PDZ FP-1,LANA DNA inh,NSD2 inh,CAL PDZ FP-2,V-ATPase pHluor,DAGLB inhibitor,DSG3 Ab inh,RTF Ca sens inh,Compound
-7,-5,-0.9,5.0,-1,0,-1,0,nt,4,CC(C)(C)NC(=O)N1CCN(S(=O)(=O)c2ccc3c(c2)CCC3)CC1
-5,-3,-3.5,-1.4,0,-5,2,1,95,-4,COc1cc2ncnc(NCc3ccccc3)c2cc1OC
-4,-8,-1.4,0.9,2,nt,0,1,99,-9,CCCCC(=O)Nc1ccc(C(=O)NCCCn2ccnc2)cc1
1,25,-0.8,-1.1,2,-4,5,1,98,-9,O=C1CC(C(=O)Nc2cccc3ccccc23)C2(CCCC2)O1 (configuration not stated)
2,5,0.1,1.7,42,5,11*,0,108,-7,c1ccc(CSc2nnc(SCc3ccccn3)s2)nc1
0,25,0.1,-1.4,3,1,-1,-1,100,-4,CCCCn1nnnc1NCc1cc(OC)c(OC)cc1OC
0,7,-0.1,1.2,3,-4,-4,0,98,5,COCc1cc(/C=N\NC(=O)COc2ccccc2)ccc1OC
1,14,-0.5,0.7,nt,-4,3,-3,106,-5,COc1ccc(CN2[C@@H](CC(C)=O)c3cc(C(F)(F)F)ccc3S2(=O)=O)cc1
-2,-7,-0.3,-0.2,-2,-2,0,-3,98,-5,CCC(CO)NCc1sccc1C (configuration not stated)
0,2,0.9,-1.9,2,8,0,2,73,0,Cc1ccc(C)c(NC(=O)Cn2ccn(-c3ccc4c(c3)OCO4)c(=O)c2=O)c1
-2,-4,-0.6,0.3,nt,6,0,2,102,-1,Cc1ccc(NC(=O)c2ncn(CCCN(C)CCc3ccccn3)n2)cc1C
-4,26,-0.8,-0.6,-4,1,-2,0,100,3,COCC(=O)Nc1ccc(C(C)C)cc1

Part of the list above, with two lines to a compound:
Every second line gives: Keap1-Nrf2 PPI, Arrestin-AP2 inh, CAL PDZ FP-1, LANA DNA inh, NSD2 inh, CAL PDZ FP-2, V-ATPase pHluor, DAGLB inhibitor, DSG3 Ab inh, RTF Ca sens inh
COc1cc2ncnc(NCc3ccccc3)c2cc1OC
    -5, -3, -3.5, -1.4, 0, -5, 2, 1, 95, -4
CCCCC(=O)Nc1ccc(C(=O)NCCCn2ccnc2)cc1
    -4, -8, -1.4, 0.9, 2, nt, 0, 1, 99, -9

Continued.
Keap1-Nrf2 PPI,Arrestin-AP2 inh,CAL PDZ FP-1,LANA DNA inh,NSD2 inh,CAL PDZ FP-2,V-ATPase pHluor,DAGLB inhibitor,DSG3 Ab inh,RTF Ca sens inh,Compound
-2,5,-1.4,1.1,-1,3,4,4,101,-1,Cn1c(=O)c2c(nc(SCC(=O)O)n2Cc2cccc(C(F)(F)F)c2)n(C)c1=O
-2,10,-0.1,-0.3,-1,-5,3,-1,84,-2,CCOc1ccc(CCNC(=O)C2CCCN(S(=O)(=O)c3c(C)n[nH]c3C)C2)cc1OCC (configuration not stated)
0,3,0.4,0.4,-2,2,-1,3,85,-8,CC1(C)CC2CC(C)(CN2C(=O)NC(=O)c2ccccc2)C1 (configuration not stated)
-2,15,-0.2,-2.3,2,0,-3,2,97,-10,CNc1nc(SCC(=O)Nc2ccc(Cl)c(Cl)c2)nc(N2CCOCC2)n1
7,-3,-0.4,0.8,nt,-5,2,-3,105,-7,O=C(Nc1ccc(C(=O)N2CCCC2)cc1)C1CCCCC1
4,6,nt,-0.6,3,0,6,4,100,-13,CC(=O)Nc1ccc(S(=O)(=O)N(C)c2ccccc2)cc1

Some of the compounds tested; rates above refer to the full screens.
